Screens from PubChem.
TDP1 inh: TDP1 (human) enzyme inhibition | AID 485290 | recombinant TDP1, AlphaScreen DNA substrate cleavage | 350,000 tested, 0.28% active | Potency, µM (top dose mostly 130 µM), without a hit: top-dose activity change, negative = inhibition, actives largely listed as inhibitors; note: nearly all actives have a fitted effect of over 40% in size
Target sequence (Q9NUW8 whole entry, looked up): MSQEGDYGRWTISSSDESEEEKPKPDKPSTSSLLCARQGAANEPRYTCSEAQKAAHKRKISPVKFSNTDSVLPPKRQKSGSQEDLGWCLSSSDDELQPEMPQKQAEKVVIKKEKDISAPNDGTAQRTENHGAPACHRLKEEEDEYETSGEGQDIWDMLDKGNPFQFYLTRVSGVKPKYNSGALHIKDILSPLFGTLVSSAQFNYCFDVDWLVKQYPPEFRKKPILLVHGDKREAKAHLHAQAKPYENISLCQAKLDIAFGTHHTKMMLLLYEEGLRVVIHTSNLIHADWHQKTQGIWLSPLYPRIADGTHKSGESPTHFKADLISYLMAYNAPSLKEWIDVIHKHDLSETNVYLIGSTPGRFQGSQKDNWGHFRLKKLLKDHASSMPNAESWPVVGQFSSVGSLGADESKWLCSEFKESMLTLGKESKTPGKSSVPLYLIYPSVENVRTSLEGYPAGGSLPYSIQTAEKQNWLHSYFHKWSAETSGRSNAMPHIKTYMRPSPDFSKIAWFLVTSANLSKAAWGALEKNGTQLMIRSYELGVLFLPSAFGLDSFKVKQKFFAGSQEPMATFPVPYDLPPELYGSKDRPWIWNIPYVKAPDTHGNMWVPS
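Tdp1 1 nM final; 15 min RT w/ cpd; substrate 15 nM, 5 min; beads 10 ug/ml, 10 min; AlphaScreen read. Neg ctrl: no enzyme.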
TDP1 cell CPT: growth inhibition of DT40 Tdp1-/-;hTDP1 cells with camptothecin (screen for TDP1 inhibitors); AID 686979; Potency, µM (series often up to 46.2 µM), without a hit: at the top dose activity change, negative = growth inhibition, hits mostly inhibitors; 420,000 tested, 12% active; chicken DT40 Tdp1-/-;hTDP1 cells + 20 nM CPT, ATP luminescence, 48 h; note: nearly all actives have a fitted effect of over 55% in size
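Chicken DT40 Tdp1-/- cells stably complemented with human TDP1 were seeded at 400 cells/well in medium containing 20 nM camptothecin, exposed to pin-transferred compounds, and grown at 37 °C for at least 48 hr. Viability was read as ATP luminescence.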
DT40 TDP1 no CPT: qHTS for Inhibitors of human tyrosyl-DNA phosphodiesterase 1 (TDP1): qHTS in cells in absence of CPT; 420,000 tested, 15% active; DT40 Tdp1-/- hTDP1 cells, no CPT, ATP luminescence, 48 h; Potency, µM (top dose mostly 46.2 µM), for inactives: at the highest dose activity change, negative = growth inhibition, hits mostly inhibitors; note: nearly all actives have a fitted effect of over 55% in size
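Seeded 400 DT40-hTDP1 cells/well (vehicle DMSO, no 20 nM CPT); pinned compounds; ≥48 hr at 37 °C; CellTiter-Glo luminescence as viability measure.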
* hit, by the source's call; [ ] = dose if it differs, or a comment. Calls come from the whole dose curve; as a rule, active = well fitted curve in the direction sought with a large enough effect; inconclusive = small, poorly fitted or top-dose-only effect, or another doubt; inactive = no such curve, though single readings can be large; an effect the other way counts as inactive or inconclusive. % is set by controls: 0 for no effect and ±100 for the full control effect; potency is the fitted concentration of half-maximal effect. Compounds were not picked by outcome; 18% or so of the library scored in one or more.

For CN1C(=O)CC(N2CCN(CC(=O)N3CCCC3)CC2)C1=O (stereo not given) the results were TDP1 inh 4%, TDP1 cell CPT 4% and DT40 TDP1 no CPT -6%.
`COc1ccc(OC)c(S(=O)(=O)NC(=O)C2(C)CCN2C(=O)C2(c3ccc(Cl)cc3)CC2)c1` (stereo not given) gave TDP1 cell CPT -5% and DT40 TDP1 no CPT -3%.
Screening COc1cc(C)ccc1OCCSc1nc2ccc(NC(=O)c3cccs3)cc2s1 returned TDP1 inh 2%, TDP1 cell CPT inconclusive and DT40 TDP1 no CPT 16µM*.
CNC(C)C#Cc1ccc2oc3cccc(OC)c3c(=O)c2c1 (stereo not given) was read as TDP1 cell CPT inconclusive and DT40 TDP1 no CPT inconclusive.
For COc1cc(/C=N\NC(=O)c2ccc(-c3ccccc3)cc2)ccc1OCC(N)=O the results were TDP1 inh 0%[56.1 µM], TDP1 cell CPT inconclusive and DT40 TDP1 no CPT inconclusive.
O=C(NCc1cccnc1)c1cc2nc(-c3ccc4c(c3)OCO4)cc(C(F)(F)F)n2n1 was read as TDP1 inh 4%, TDP1 cell CPT 1% and DT40 TDP1 no CPT -23%.
Screening COC(=O)c1ccc(NC(=O)CC2C(=O)N(c3ccc(C)cc3)C(=O)N2Cc2ccc(OC)cc2)cc1 (stereo not given) returned TDP1 inh 6%, TDP1 cell CPT inconclusive and DT40 TDP1 no CPT inconclusive.
Screening CCOC(=O)N1CCN(Cc2nc3cc(NC(=O)c4ccccc4[N+](=O)[O-])ccc3n2C(C)C)CC1 returned TDP1 inh 4%, TDP1 cell CPT 16µM* and DT40 TDP1 no CPT 16µM*.
`O=C(O)c1ccccc1C(=O)Nc1ccccn1` gave TDP1 inh 1%, TDP1 cell CPT -1% and DT40 TDP1 no CPT -4%.
O=C(NN=Cc1cc(Cl)ccc1[N+](=O)[O-])c1ccco1 was read as TDP1 cell CPT 3% and DT40 TDP1 no CPT -4%.
`O=C(O)c1cccc(CSc2nc(-c3ccc(Cl)cc3)cc(C(F)(F)F)n2)c1` gave TDP1 inh 8%, TDP1 cell CPT -21% and DT40 TDP1 no CPT -19%.
Screening O=c1c2ccccc2ncn1-c1ccc([N+](=O)[O-])cc1Cl returned TDP1 inh 4%, TDP1 cell CPT -4% and DT40 TDP1 no CPT -11%.
NC1(C#Cc2ccc3c(=O)c4ccccc4sc3c2)CCCCC1 was read as TDP1 inh 1%, TDP1 cell CPT 26µM* and DT40 TDP1 no CPT inconclusive.
`Cc1ccc(C(=O)NC(=S)Nc2ccc(CN3CCOCC3)cc2)cc1` gave TDP1 inh 7%, TDP1 cell CPT 21µM* and DT40 TDP1 no CPT inconclusive.
For Cc1c(-n2c(SCC(=O)NC(C)C)nc3ccccc3c2=O)c(=O)n(-c2ccccc2)n1C the results were TDP1 inh 1%, TDP1 cell CPT 2% and DT40 TDP1 no CPT 5%.
Cc1cc(-c2n[nH]c(=S)n2-c2ccc(C)c(C)c2)no1 was read as TDP1 inh -3%, TDP1 cell CPT -12% and DT40 TDP1 no CPT -4%.
For CC(=O)N1CCN(c2ccc(NC(=O)c3ccc(Cl)c(Cl)c3)cc2)CC1 the results were TDP1 cell CPT inconclusive and DT40 TDP1 no CPT inconclusive.
Screening CCCc1nc2c(C)cc(C)cc2c(N)c1CC returned TDP1 inh 0%, TDP1 cell CPT inconclusive and DT40 TDP1 no CPT inconclusive.
For Cn1c(=O)c2c(nc3n2CC(O)CN3c2ccc(O)cc2)n(C)c1=O (stereo not given) the results were TDP1 cell CPT 7% and DT40 TDP1 no CPT 5%.
COc1ccccc1NC(=O)Cn1c(=O)n(-c2cccc(Cl)c2)c(=O)c2c1c1cc(C)ccc1n2C was read as TDP1 inh 6%, TDP1 cell CPT -8% and DT40 TDP1 no CPT -6%.
For C=C(C)C1CC=C(C)/C(=N/Nc2ccccc2[N+](=O)[O-])C1 (stereo not given) the results were TDP1 inh 8%, TDP1 cell CPT 6% and DT40 TDP1 no CPT -15%.
Screening COc1ccc(NC(=O)N2CCN(C(=O)c3ccco3)CC2)c(OC)c1 returned TDP1 inh 2%, TDP1 cell CPT -3% and DT40 TDP1 no CPT 12%.
For COCCn1c(SCC(=O)Nc2ccc(NC(C)=O)cc2)nc2ccccc2c1=O the results were TDP1 cell CPT -21% and DT40 TDP1 no CPT inconclusive.
Screening Cc1cc(NS(=O)(=O)c2ccc(NC(=O)/C=C/c3cccc(Cl)c3)cc2)no1 returned TDP1 inh 7%, TDP1 cell CPT -13% and DT40 TDP1 no CPT -7%.
Screening O=[N+]([O-])c1cc(-c2nc(-c3ccccc3)no2)ccc1N1CCCC1 returned TDP1 inh 0%, TDP1 cell CPT -7% and DT40 TDP1 no CPT -12%.
Screening CCOC(=O)C1CCN(Cc2ccc(O)c3ncccc23)CC1 returned TDP1 inh 8%, TDP1 cell CPT 4.6µM* and DT40 TDP1 no CPT 3.7µM*.
CNc1cncc(-c2ccc(OC)cc2)n1 was read as TDP1 cell CPT -8% and DT40 TDP1 no CPT -23%.
For CCCCNS(=O)(=O)c1cccc(NC(=O)[C@@H]2O[C@H](CO)[C@@H](O)[C@H]2O)c1 the results were TDP1 cell CPT -2% and DT40 TDP1 no CPT 9%.
Screening COc1ccc(CCN(C(=O)C(F)(F)F)C(C(=O)NC2CCCCC2)c2ccc(C)s2)cc1OC (stereo not given) returned TDP1 inh -3%, TDP1 cell CPT 12µM* and DT40 TDP1 no CPT 9.2µM*.
`CCC(C(=O)Nc1cccc(C(=O)O)c1C)c1ccccc1` (stereo not given) gave TDP1 inh -3%, TDP1 cell CPT 14% and DT40 TDP1 no CPT 7%.
`CC1=NN(C(=O)COc2ccccc2)C(O)(c2ccccc2)C1` (stereo not given) gave TDP1 inh 3%, TDP1 cell CPT 5.8µM* and DT40 TDP1 no CPT inconclusive.
`COc1ccc(CCNC(=O)c2cc(-c3ccc4c(c3)OCO4)on2)cc1OC` gave TDP1 inh -1%, TDP1 cell CPT -10% and DT40 TDP1 no CPT 12%.
`COC(=O)C(C)Sc1nc2c(cnn2-c2ccc(C)cc2)c(=O)[nH]1` (stereo not given) gave TDP1 inh 6%, TDP1 cell CPT -1% and DT40 TDP1 no CPT -25%.
For O=C(c1ccc2c(c1)OCCO2)N1CCN(c2ccccn2)CC1 the results were TDP1 inh 5%, TDP1 cell CPT 0% and DT40 TDP1 no CPT 8%.
`COc1ccc2c(c1)OC(=O)CC2c1cc(OC)c(OC)c(OC)c1` (stereo not given) gave TDP1 inh 1%[56.1 µM], TDP1 cell CPT inconclusive and DT40 TDP1 no CPT inconclusive.
Screening Cc1nc2ccc(NC(=O)Cc3c(F)cccc3Cl)cc2s1 returned TDP1 cell CPT -9% and DT40 TDP1 no CPT 3%.
For COC(CN(C(=O)CCl)C(C(=O)NC1CCCCC1)c1ccc(C)cc1)OC (stereo not given) the results were TDP1 inh 0%, TDP1 cell CPT 16µM* and DT40 TDP1 no CPT 13µM*.
Screening CCc1nc(N(CC)CC)c2oc3ccccc3c2n1 returned TDP1 inh 0%, TDP1 cell CPT -28% and DT40 TDP1 no CPT -24%.
CCc1ccc(CCC(=O)Nc2ccc(Cl)cc2)o1 was read as TDP1 cell CPT -12% and DT40 TDP1 no CPT -3%.
`CCOc1ccc(S(=O)(=O)Nc2ccc(S(=O)(=O)N3CCCC3)cc2)cc1` gave TDP1 inh -1%, TDP1 cell CPT 3% and DT40 TDP1 no CPT -7%.
`COC(=O)c1ccc(NC(=O)CCc2c(C)nc3c(c(C)nn3C(C)(C)C)c2C)cc1` gave TDP1 inh 5%, TDP1 cell CPT inconclusive and DT40 TDP1 no CPT 18µM*.
CCCCn1c(-c2ccccc2)cnc1SCC(=O)NCCc1ccc(OC)c(OC)c1 was read as TDP1 inh 0%, TDP1 cell CPT 23µM* and DT40 TDP1 no CPT 26µM*.
Screening O=C(CSc1ccc2nnc(-c3ccc(F)cc3)n2n1)NCC1CCCO1 (stereo not given) returned TDP1 inh 0%, TDP1 cell CPT -5% and DT40 TDP1 no CPT -12%.
`Cc1cccc(C)c1Nc1nnc(SCC(=O)NC2CCS(=O)(=O)C2)s1` (stereo not given) gave TDP1 inh -1%, TDP1 cell CPT 1% and DT40 TDP1 no CPT 4%.
Screening Cc1ccsc1C1C2=C(CC(C)(C)CC2=O)Nc2ncnn21 (stereo not given) returned TDP1 inh 0%, TDP1 cell CPT -28% and DT40 TDP1 no CPT 6%.
For CCCS(=O)(=O)c1nc(S(=O)(=O)c2ccc(C)cc2)c(NCCCN2CCCC2=O)s1 the results were TDP1 inh 4%, TDP1 cell CPT -20% and DT40 TDP1 no CPT 22%.
`CCN(CC)C(=O)Cn1cc(S(=O)(=O)CC(=O)NCc2ccccc2)c2ccccc21` gave TDP1 inh 6%, TDP1 cell CPT -8% and DT40 TDP1 no CPT -1%.
CC(C)N(C(=O)c1ccc(Cc2cn(C)c3ccccc23)nc1)C(C)C was read as TDP1 cell CPT inconclusive and DT40 TDP1 no CPT inconclusive.
For Cc1ccc([N+](=O)[O-])cc1N=Nc1c(C)[nH]n(C(N)=S)c1=O the results were TDP1 cell CPT -8% and DT40 TDP1 no CPT -1%.
`CCc1ccccc1NC(=S)N(CCOC)C(C)c1ccco1` (stereo not given) gave TDP1 inh 1%, TDP1 cell CPT inconclusive and DT40 TDP1 no CPT inconclusive.
`Cc1cccc(C)c1NC(=O)CSc1nnc(-c2ccco2)n1N` gave TDP1 inh -3%, TDP1 cell CPT -11% and DT40 TDP1 no CPT 2%.
Screening Cc1cc(C(=O)N(C2CCCCC2)C2CCCCC2)no1 returned TDP1 inh -2%, TDP1 cell CPT 13µM* and DT40 TDP1 no CPT 8.2µM*.
Cc1nc(C(=O)NC2CCCCC2)sc1C1(C)CC(c2cccc([N+](=O)[O-])c2)=NO1 (stereo not given) was read as TDP1 inh 6%, TDP1 cell CPT inconclusive and DT40 TDP1 no CPT 23µM*.
O=C(CNC(=O)c1cccnc1)N=Nc1c(O)[nH]c2c(Br)cc(Br)cc12 was read as TDP1 inh -6%, TDP1 cell CPT 0% and DT40 TDP1 no CPT 6%.
Cc1ccc(-c2nnc(N3CC(C)OC(C)C3)c3ccccc23)cc1 (stereo not given) was read as TDP1 inh 7%, TDP1 cell CPT 29µM* and DT40 TDP1 no CPT 16µM*.
`NC(=O)CC(NC(=O)c1ccccc1)c1ccc(NCc2ccccc2)c([N+](=O)[O-])c1` (stereo not given) gave TDP1 inh 6%, TDP1 cell CPT 21µM* and DT40 TDP1 no CPT 23µM*.
CC(C)CC1NC(=O)N(CC(=O)Nc2ccc3c(c2)CCC3)C1=O (stereo not given) was read as TDP1 inh 1%, TDP1 cell CPT inconclusive and DT40 TDP1 no CPT -27%.
Screening Cc1cc(NC(=O)c2ccc3c(c2)OCO3)no1 returned TDP1 inh 0%, TDP1 cell CPT -3% and DT40 TDP1 no CPT -25%.
COc1cc2c(-c3ccccc3O)nc3c(c(C)nn3-c3ccccc3)c2cc1OC was read as TDP1 inh 0%[12.3 µM], TDP1 cell CPT inconclusive and DT40 TDP1 no CPT inconclusive.
CCOc1cc(/C=C2\SC(=Nc3ccc(CC)cc3)NC2=O)ccc1OCC(=O)O was read as TDP1 cell CPT -3% and DT40 TDP1 no CPT -8%.
Cc1ccc(N2CC(NS(=O)(=O)c3cccs3)CC2=O)cc1C (stereo not given) was read as TDP1 inh -9%[0.505 µM], TDP1 cell CPT -25% and DT40 TDP1 no CPT -24%.

As a short view, part of the list above:
`NC(=O)CC(NC(=O)c1ccccc1)c1ccc(NCc2ccccc2)c([N+](=O)[O-])c1` (stereo not given) gave TDP1 inh 6%, TDP1 cell CPT 21µM* and DT40 TDP1 no CPT 23µM*.
CC(C)CC1NC(=O)N(CC(=O)Nc2ccc3c(c2)CCC3)C1=O (stereo not given) was read as TDP1 inh 1%, TDP1 cell CPT inconclusive and DT40 TDP1 no CPT -27%.
Screening Cc1cc(NC(=O)c2ccc3c(c2)OCO3)no1 returned TDP1 inh 0%, TDP1 cell CPT -3% and DT40 TDP1 no CPT -25%.
COc1cc2c(-c3ccccc3O)nc3c(c(C)nn3-c3ccccc3)c2cc1OC was read as TDP1 inh 0%[12.3 µM], TDP1 cell CPT inconclusive and DT40 TDP1 no CPT inconclusive.
CCOc1cc(/C=C2\SC(=Nc3ccc(CC)cc3)NC2=O)ccc1OCC(=O)O was read as TDP1 cell CPT -3% and DT40 TDP1 no CPT -8%.
Cc1ccc(N2CC(NS(=O)(=O)c3cccs3)CC2=O)cc1C (stereo not given) was read as TDP1 inh -9%[0.505 µM], TDP1 cell CPT -25% and DT40 TDP1 no CPT -24%.
